# From PubChem BioAssay
# CaV13 FRET inh – Disruptors of the CACNA1D IQ motif to Ca2+-dependent inactivation inhibitor domain association, primary screening, Förster resonance energy transfer in intact living …. inhibition, % at 12.3 µM. HEK cells, CFP/YFP FRET ICDI-IQ, plate reader, 10 min; percent FRET-ratio fall versus neutral wells. hit rate 0.098% among 340,000. AID 743397;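 active means mean replicate inhibition of at least 30% and at least 1% of replicates passing that level; inconclusive means only one of the two criteria is met; inactive means neither criterion is met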;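 further: 0% = median of the neutral control wells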
# HIF-2a inh – HIF-2a inhibition. 786-0 RCC cells HIF-2a reporter, luciferase luminescence, overnight. inhibition, % at 18.8 µM. hit rate 0.72% among 360,000. AID 624352;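 active means inhibition of the luminescence signal of 40% or more relative to plate controls, in a single-dose primary screen at 18.75 µM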
# Shn3 3UTR inh – reduces Shn3 3'UTR luciferase signal in osteoblasts | Clone20 osteoblast Shn3 3'UTR firefly luciferase, 24 h | inhibition, % at 12.5 µM | hit rate 0.52% among 360,000;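 active means mean inhibition of at least 75% with every replicate also reaching 75%; inconclusive means mean inhibition at least 75% but some replicate below; inactive means mean inhibition below 75%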;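 further: 0% = median of neutral control wells and 100% = pilot-screen positive control compound; some compounds past the cut are filed as inactive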
# Peg3 promoter – Peg3 promoter activity inhibition. HeLa PEG-Prom luciferase reporter, luminescence, overnight. inhibition, % at 20 µM. hit rate 1.7% among 360,000;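 active means inhibition of at least 50% at 20 µM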
# CF NFkB block – cystic fibrosis NF-kB activation inhibition; inhibition, % at 5 µM; hit rate 0.86% among 360,000; KKLEB NF-kB-GFP reporter, PAF-induced, GFP fluorescence overnight; AID 588850;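 active means at least 50% inhibition at 5 µM, scaled per plate between neutral and stimulator controls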;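 further: PAF is a Pseudomonas aeruginosa culture filtrate used as stimulus; plate controls were PAF-stimulated DMSO wells for no effect and unstimulated DMSO wells for full effect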
# NR2E3 ag-1 – activates human photoreceptor nuclear receptor NR2E3. Q9Y5X4. GST-NR2E3/biotin-RetCOR TR-FRET, 1536-well. inhibition of corepressor binding, % at 4.78 µM. hit rate 0.12% among 320,000. AID 2300;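 active means percent inhibition above the cutoff of mean plus 3 SD of all tested compounds, set per screening campaign, cut at about 20% in these data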;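 further: 0% = DMSO wells and 100% = biotin wells as full block of FRET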
# Target sequence (Q9Y5X4 whole entry, looked up): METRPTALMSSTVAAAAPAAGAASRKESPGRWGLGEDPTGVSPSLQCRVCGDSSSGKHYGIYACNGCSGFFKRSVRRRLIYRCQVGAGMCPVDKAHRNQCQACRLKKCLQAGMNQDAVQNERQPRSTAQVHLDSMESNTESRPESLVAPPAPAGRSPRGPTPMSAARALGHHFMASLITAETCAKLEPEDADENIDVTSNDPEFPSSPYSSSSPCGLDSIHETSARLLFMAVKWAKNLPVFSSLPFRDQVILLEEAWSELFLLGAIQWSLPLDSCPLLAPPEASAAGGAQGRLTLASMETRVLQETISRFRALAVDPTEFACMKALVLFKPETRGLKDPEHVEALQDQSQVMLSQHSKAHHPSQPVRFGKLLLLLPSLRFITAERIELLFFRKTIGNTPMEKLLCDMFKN
#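 Material: NR2E3–RetCOR corepressor complex / Incubation: Compound–protein incubation for 5 h at 4 °C / Dosing: compound at 4.8 µM, single dose / Detection: time-resolved FRET / Benchmarks: high control biotin, low control 0.6% DMSO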
# KKLEB tox – counter-screen for CF NF-kB inhibitors: cytotoxicity; KKLEB CF airway cells viability, ATPlite luminescence, overnight; stronger effect = lower value; cells stimulated with P. aeruginosa culture filtrate; activity change (cytotoxicity), % at 5 µM; hit rate 0.36% among 360,000;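 active means corrected activity change at or below -50% at 5 µM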
# NR2E3 ag-2 – human photoreceptor-specific nuclear receptor agonism | AID 602229 | CHO-S Gal4-NCOR/VP16-NR2E3 two-hybrid, luciferase | Q9Y5X4 | inhibition of corepressor binding, % at 3.98 µM | hit rate 0.35% among 360,000;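 active means inhibition above the mean of all tested compounds plus 3 SD, cut at about 70% in these data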;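 further: 0% = DMSO with NR2E3 transfected cells and 100% = cells lacking NR2E3 construct; higher means lower luciferase signal from less NR2E3 corepressor binding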
# Vif inh – HIV Vif inhibition; HEK293T cells, Vif self-association by quenched fluorescence, imaging, 24 h; inhibition, % at 7.49 µM; hit rate 0.35% among 340,000; in the data active means inhibition above about 50%, passing the limit was not always enough; inconclusive means no clear call, values can overlap the other calls; inactive means below about 31%; further: some results filed as inactive read as strong as hits
# PDI inh – PDI (human) enzyme inhibition | P07237 | PDI insulin aggregation turbidity, A650, 90 min | inhibition, % at 10 µM | hit rate 0.052% among 350,000 | AID 588391;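 active means mean inhibition across replicates of 30% or more, whatever share of single replicates reach that level; inconclusive means mean inhibition below 30% while every single replicate reaches 30%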;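 further: absorbance from insulin aggregation driven by PDI reduction with DTT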
# Target sequence (P07237 whole entry, looked up): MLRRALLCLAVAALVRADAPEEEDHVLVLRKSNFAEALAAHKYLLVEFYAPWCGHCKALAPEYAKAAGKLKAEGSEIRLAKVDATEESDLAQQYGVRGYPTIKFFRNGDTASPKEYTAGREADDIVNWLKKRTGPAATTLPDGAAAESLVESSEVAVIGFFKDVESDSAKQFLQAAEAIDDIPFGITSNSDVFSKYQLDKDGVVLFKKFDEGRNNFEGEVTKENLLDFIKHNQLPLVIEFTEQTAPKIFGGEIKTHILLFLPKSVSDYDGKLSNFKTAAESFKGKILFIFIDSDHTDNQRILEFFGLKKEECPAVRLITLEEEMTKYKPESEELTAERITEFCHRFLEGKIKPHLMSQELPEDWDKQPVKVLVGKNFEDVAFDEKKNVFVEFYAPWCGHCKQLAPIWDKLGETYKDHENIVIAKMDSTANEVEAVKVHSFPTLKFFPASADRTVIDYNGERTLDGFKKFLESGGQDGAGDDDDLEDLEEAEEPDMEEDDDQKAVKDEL
# MITF TRPM1 inh – reduces MITF-dependent TRPM1 promoter luciferase signal; SK-MEL-5 TRPM1 promoter luciferase, 24 h; inhibition, % at 12.5 µM; hit rate 0.83% among 330,000; AID 488899;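 active means mean inhibition across replicates of 60% or more, whatever share of single replicates reaches that level; inconclusive means some that reach 60%, reason not given; inactive means mean inhibition across replicates below 60%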; further: values of inactives mirror those of a sister screen read the other way
# * marks the source's active call; other numbers are inactive results; ? = inconclusive; / = no result given. An unsorted share of the library (roughly 3.3% active in at least one column).
SMILES,CaV13 FRET inh,HIF-2a inh,Shn3 3UTR inh,Peg3 promoter,CF NFkB block,NR2E3 ag-1,KKLEB tox,NR2E3 ag-2,Vif inh,PDI inh,MITF TRPM1 inh
CSc1ccc(C(=S)N2CCN(C(c3ccccc3)c3ccccc3)CC2)cc1,-4,7,24,19,10,-3,-4,10,0,0,0
CC(=O)/C=C(\C)Nc1ccc(-c2cnc(-c3ccccc3)o2)cc1,-5,-279,-41,-282,-20,3,0,-129,0,0,-94
O=C(c1ccccc1NS(=O)(=O)c1ccc(Br)cc1)N1CCOCC1,-2,10,11,-3,0,/,7,18,-4,-1,4
CC(=O)c1nnn(-c2ccc([N+](=O)[O-])cc2)c1C,1,15,-11,8,-2,1,-5,-21,6,-9,-8
CCOC(=O)C1=C(c2ccccc2)N=C2SCC(=O)N2C1c1cccc(OC)c1 (configuration not stated),-1,12,13,16,3,0,-3,-8,5,1,1
CCOC(=O)CCS(=O)(=O)c1nc(-c2ccccc2)cc(C(F)(F)F)n1,/,94*,98*,114*,86*,-2,-77*,22,-10,3,85*
O=C(NNc1ccc(C(F)(F)F)cc1[N+](=O)[O-])c1ccc(NS(=O)(=O)c2ccc(F)cc2)cc1,-3,29,18,27,-5,-3,4,7,-6,3,6
COc1cccc(/C=N/NC(=O)CNC(=O)CCc2ccccc2)c1O,-16,-53,33,-17,6,0,9,-35,10,5,3
CC(Sc1nncn1C)C(=O)Nc1ccc2ccccc2c1 (configuration not stated),-5,-81,-15,-28,-13,/,0,-12,-3,6,-17
Cc1ccc(NC(=O)Cn2nnc(C(=O)Nc3ccc(F)c(Cl)c3)c2N)cc1,-4,4,-10,5,16,-1,-16,11,-2,-10,4
COc1cc(NC(=O)c2cccs2)c(C(=O)OCC(=O)NCc2ccccc2)cc1OC,/,11,-2,6,-18,2,4,-20,/,9,-5
CCOc1ccccc1N(CC(=O)NCC1CCCO1)C(=O)CCC(=O)Nc1nccs1 (configuration not stated),-4,4,-1,-3,-8,0,-2,4,61*,2,-6
Cc1ccc(N2C(=O)[C@@H]3C(c4cccnc4)=NO[C@@H]3C2=O)cc1,-5,14,/,7,-2,3,6,-1,-4,1,/
O=[N+]([O-])c1ccc(Cl)cc1NCc1cccnc1,-4,18,13,24,3,1,5,-6,-11,-2,22
CCOC(=O)C1CCN(C(=O)c2ccc(Oc3cc(Cl)cc(Cl)c3)o2)CC1,-4,14,-18,14,-1,1,-10,3,1,17,-1
Cc1ccc(NC(=O)Cn2c([N+](=O)[O-])cnc2C)cc1Cl,-4,20,8,2,0,2,-1,-1,-5,-5,7
CC1(O)N(CCC(=O)Nc2cccc(F)c2)C(=O)OC12CCCCC2 (configuration not stated),2,12,26,12,-12,-3,-6,-8,-8,-5,6
CCOc1ccccc1N1CCN(C2=C(NS(=O)(=O)c3cccs3)C(=O)c3ccccc3C2=O)CC1,-5,16,7,46,-2,0,-5,-5,-5,19,24
O=C(O)CCCN=CC1=C(O)C(C(=O)c2ccccc2)CCC1=O (configuration not stated),-1,16,-3,-13,-4,2,3,0,0,1,3
CC(OCC(O)CN(C)CCOc1ccccc1)c1ccc(Cl)cc1 (configuration not stated),-5,11,13,0,-14,-3,-2,-15,-1,7,5
O=C(c1cc2c(ccc3ccccc32)o1)N1CCCCC1,-5,-212,-61,-221,-45,0,14,-155,-1,-3,-28
CCOc1ccc(NC(=O)CNC(=O)c2ccc(OC)cc2)cc1,-3,12,3,9,14,-3,-5,23,11,-2,8
CCCc1cc(=O)n(-c2nc3ccccc3s2)[nH]1,-4,14,-2,-10,-20,-3,0,-21,1,-3,-14
O=C(COC(=O)Cc1ccsc1)Nc1ccc(S(=O)(=O)N2CCOCC2)cc1,-3,18,3,10,8,-1,-5,2,8,0,10
N#Cc1cn(CCOc2ccc(F)cc2)c2ccccc12,-3,-55,-7,-50,15,2,-13,-16,0,0,-22
COc1ccc(NC(=O)C2CCCN(S(C)(=O)=O)C2)cc1Cl (configuration not stated),-2,12,-6,4,-8,1,3,-37,-5,-1,15
N#CCCN(Cc1ccccc1)C(=S)NC(=O)c1ccccc1,-4,6,4,9,4,3,2,4,-2,-13,1
COc1ccc(N2CCN(C(=O)Nc3ccc(S(=O)(=O)N(C)C)cc3)CC2)cc1,-4,14,5,9,6,6,-1,6,/,0,5
Cc1ccc(/C=N/Nc2cccc3cccnc23)c(O)c1,-8,-162,-76,-214,-7,-3,-11,-106,-9,4,-47
CCOc1ccc(NC(=O)CSc2nnc(-c3cc(C)[nH]n3)n2N)cc1,-6,-2,3,-1,11,-3,4,-16,5,12,-6
C=CCn1c(=O)c(C(=O)Nc2ccc(C)cc2)c(O)c2ccccc21,-20,-108,-27,-76,-19,6,6,-4,-4,1,-28
COc1cc(/C=N\NC(=O)C(C)(C)O)ccc1OC/C=C/c1ccccc1,-7,7,-14,1,2,/,-5,-43,13,-4,2
CC1(c2ccccc2Cl)NC(=O)N(CC(=O)N2c3ccccc3NC(=O)C2(C)C)C1=O (configuration not stated),-3,6,8,-11,2,7,11,10,0,1,9
CC(C)c1ccc2c(c1)C(c1cccs1)=NNC(c1ccncc1)=N2,2,-16,5,-21,6,4,-9,-20,3,6,-9
Cc1ccc(C)c(N(CC(=O)NC2CCCC2)C(=O)CCC(=O)Nc2cc(C)on2)c1,-3,10,15,8,4,6,-2,-9,-13,-11,12
Cc1cccc(C(=O)OCC(=O)N2CCCC2=O)c1O,-5,-7,13,16,21,2,-5,-9,-3,2,-1

# Some of these compounds in order of their number in Peg3 promoter, smallest number first.
Compound,Peg3 promoter
C=CCn1c(=O)c(C(=O)Nc2ccc(C)cc2)c(O)c2ccccc21,-76
CC(C)c1ccc2c(c1)C(c1cccs1)=NNC(c1ccncc1)=N2,-21
COc1ccc(NC(=O)C2CCCN(S(C)(=O)=O)C2)cc1Cl (configuration not stated),4

# Remaining list, next part.
SMILES,CaV13 FRET inh,HIF-2a inh,Shn3 3UTR inh,Peg3 promoter,CF NFkB block,NR2E3 ag-1,KKLEB tox,NR2E3 ag-2,Vif inh,PDI inh,MITF TRPM1 inh
Fc1ccc2cnc(-c3ccccc3F)cc2c1,-11,-221,-65,-185,8,/,2,-31,-14,-2,-24
COc1cccc(NC(=O)CCCn2nc(C)c3c(C)n(-c4ccccc4)nc3c2=O)c1,-3,9,3,13,18,0,4,-14,5,-12,15
COc1ccc2oc(=O)cc(CN3CCN(Cc4ccc(OC)c(OC)c4OC)CC3)c2c1,-21,17,11,-4,14,/,-14,-7,-6,10,-5
C=C(C)CN(CC)C(=O)COc1ccc(S(=O)(=O)Nc2ccc(OC)cc2)cc1,-4,-4,13,12,2,0,0,28,-9,5,-4
COc1cc(Cl)ccc1OCc1cc(C(=O)N2CCCCC2c2cccnc2)no1 (configuration not stated),-13,-17,6,16,-3,-2,4,12,-5,6,9
CCn1c(CNC(C)=O)nnc1SCC(=O)c1ccc(Br)cc1,/,6,-4,0,-10,4,4,6,-3,10,8
CCN(CC1CCCN(CCc2cccc(OC)c2)C1)C(=O)C=C(C)C (configuration not stated),-4,15,-4,9,-2,1,-8,-21,11,1,2
CCCCc1nc2c(C)c(N)cnc2n1Cc1cccc([N+](=O)[O-])c1,-2,3,7,10,-5,-4,-6,-35,-1,-4,10
O=C(NCc1cccc(Cl)c1)c1cc(COc2ccc3ncccc3c2)on1,-4,-4,?,0,14,-4,-10,76*,10,11,16
C=CCN=C1NN=C(c2cc(C)n(CCOC)c2C)CS1,-4,47*,4,-15,9,-4,8,-12,-12,-3,24
O=C(OCC1OC(n2ccc(=O)[nH]c2=O)C(O)C1OC(=O)c1ccccc1)c1ccccc1 (configuration not stated),-4,-1,1,2,9,2,-10,-4,13,8,3
O=C(C[n+]1cccc2ccccc21)c1ccc(NC(=O)c2ccccc2)cc1,-26,13,-8,12,1,-1,7,-5,2,3,9
COc1ccc(CCNC(=O)C2CCN(S(=O)(=O)c3ccc(C)cc3)CC2)cc1,-5,18,-10,14,-25,4,4,-1,-3,-3,2
Cc1cc(C)cc(OCC(=O)Nc2ccccc2C(=O)NCc2ccco2)c1,-6,-82,15,-10,4,2,8,-32,/,-4,-6
Cc1ccnc2nc(C(=O)NCCc3ccc(F)cc3)nn12,1,3,-15,3,0,-1,-4,-10,-3,-4,-4
CSc1ccc(CCNC(=O)CCc2nnc3ccc(N4CCOCC4)nn23)cc1,-7,7,-3,-13,6,2,4,4,/,6,/
COc1ccc(C(=O)OCC(=O)NCCCc2ccccc2)cc1[N+](=O)[O-],1,13,8,12,-8,6,-2,-10,4,-2,-12
Cc1ccc(CCNC(=O)c2cc(S(=O)(=O)N3CCCC3)cn2C)cc1,-6,8,-25,4,21,2,-4,-25,/,/,13
COc1cc(NC(=O)c2cc(-c3cccnc3)nc3ccc(Br)cc23)cc(OC)c1,-11,-4,10,7,-4,3,-2,15,-11,-9,5
Cn1c(NNC(=O)CCC2CCCCC2)cc(=O)n(C)c1=O,-9,15,5,3,4,5,18,6,-15,/,/
CN(C(=O)COC(=O)c1ccc(Cl)c(S(=O)(=O)NCc2ccccc2)c1)C1CCS(=O)(=O)C1 (configuration not stated),-2,1,-5,-8,13,/,-21,-12,-2,8,-9
O=C(CCC(=O)OCC(=O)c1ccccc1)Nc1cccc(Cl)c1,-5,9,-9,7,-3,3,-15,4,-5,-1,11
CCOc1ccccc1NC(=O)c1csc(C)c1C,-5,-31,5,-24,24,3,-20,-34,/,-4,-7
CC(Cc1ccccc1)NC(=O)CCNNC(=O)c1ccncc1 (configuration not stated),-11,8,-18,-4,-10,/,8,-21,2,4,/
CCOC(=O)C1C(=O)NC(c2ccccc2)=NC1c1ccc(O)c(OC)c1 (configuration not stated),-5,6,5,0,-6,3,19,-10,1,-8,10
CCOC(=O)c1ccc(NCc2cccnc2)cc1,-21,-87,-12,-61,3,3,-3,-21,1,-5,-12
CCn1ncc(CN2CCC(n3nccc3NC(=O)c3ccccc3Cl)CC2)c1C,-11,0,-18,2,-3,/,6,-17,-2,1,/
CCOC(=O)C1=C(O)/C(=C\c2ccc(CNC(=O)C(=O)Nc3ccccc3)o2)N=C1C,/,0,-11,9,-8,-1,2,-11,2,6,-6
O=C(c1cccc(Cl)c1)C1CCCN(S(=O)(=O)c2ccccc2)C1 (configuration not stated),-5,20,4,28,16,-2,5,-17,-14,5,11
Cc1cccn2c(=O)c3cc(S(=O)(=O)c4ccccc4)c(=N)n(Cc4ccco4)c3nc12,-14,10,9,3,-19,2,-5,0,2,0,4
COc1cc(C(NC(C)=O)NC(C)=O)ccc1OCc1ccccc1,-6,9,34,-6,6,1,1,-11,-1,17,-34
